# High-throughput results (PubChem BioAssay)
# TDP2 inh: blocks human TDP2 phosphodiesterase activity; O95551; recombinant TDP2, T5PNP hydrolysis, p-nitrophenol absorbance 415 nm; inhibition, % at 12.8 µM; hit rate 0.34% among 370,000; AID 720702;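 active = inhibition above the mean of all tested compounds plus 3 SD, set per campaign, cut at about 25% in these data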;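 note: 0% = DMSO with enzyme and 100% = buffer with substrate but no TDP2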
#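 Test system: human TDP2 enzyme; Input: 120 nM TDP2 per well; Buffer or medium: Mg2+-containing Tris-HCl buffer, pH 7.5; Reagent: 5 mM T5PNP; Dosing: 12.8 µM single point, 1% DMSO; Incubation: reaction 2 h, 37 °C; Detection: p-Nitrophenol epi absorbance; Read-out: % inhibition relative to enzyme-containing and enzyme-free wells; Replicates: single well per compound.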
# PLC-gamma1 inh: blocks human PLC-gamma1 enzyme activity. inhibition, % at 12.2 µM. P19174. purified PLC-gamma1, fluorogenic substrate, fluorescence. hit rate 0.84% among 370,000; in the data active = inhibition above about 9.5%
# DDE Tn6 FP inh: disrupts Tn6 cyclic peptide binding to fibrin D-Dimer-E complex. Fibrin DD(E) TRITC-Tn6 fluorescence polarization displacement. hit rate 0.21% among 370,000. inhibition, % at 8.3 µM. P02675;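 active = inhibition above a per-campaign cutoff: mean of compounds within control limits plus 3 SD, cut at about 15% in these data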;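 note: 0% = median of all compound wells on the plate and 100% = blocking peptide control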
# Target sequence (P02675 whole entry, looked up): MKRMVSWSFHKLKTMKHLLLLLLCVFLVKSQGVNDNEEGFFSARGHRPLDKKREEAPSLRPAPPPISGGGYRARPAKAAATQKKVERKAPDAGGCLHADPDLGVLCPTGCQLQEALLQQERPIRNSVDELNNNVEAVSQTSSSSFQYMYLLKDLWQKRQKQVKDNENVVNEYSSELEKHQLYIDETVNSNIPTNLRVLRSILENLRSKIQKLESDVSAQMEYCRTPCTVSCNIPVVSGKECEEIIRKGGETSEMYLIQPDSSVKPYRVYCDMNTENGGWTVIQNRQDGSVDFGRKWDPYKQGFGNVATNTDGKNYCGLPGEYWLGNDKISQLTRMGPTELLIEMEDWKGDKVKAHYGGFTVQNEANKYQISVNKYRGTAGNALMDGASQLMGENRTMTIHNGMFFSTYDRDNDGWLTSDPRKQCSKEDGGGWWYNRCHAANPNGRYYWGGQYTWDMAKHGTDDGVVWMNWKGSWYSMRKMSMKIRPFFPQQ
# PLC-beta3 inh: inhibitors of human phospholipase C beta3; Q01970; hit rate 0.18% among 370,000; Purified PLC-beta3, fluorogenic substrate, fluorescence; inhibition, % at 12.2 µM; in the data active = inhibition above about 11%;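 note: 0% = median of compound wells on plate and 100% = full blocker control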
# ADAM10 inh: inhibits human ADAM10 | O14672 | recombinant ADAM10, EDANS/DABCYL FRET peptide cleavage, 3 h | inhibition, % at 7 µM | hit rate 0.62% among 370,000 | AID 720582;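 active = inhibition above a per-campaign cutoff equal to the mean of compounds falling between control-based bounds plus 3 SD, cut at about 20% in these data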;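 note: 0% = DMSO wells while the 100% control is not disclosed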
# ADAM17 inh: ADAM17 inhibition, QFRET primary screen; AID 720648; inhibition, % at 6.95 µM; hit rate 0.83% among 370,000; P78536; recombinant ADAM17, EDANS/DABCYL FRET peptide cleavage;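 active = inhibition above the mean of compounds lying between control limits plus 3 SD, set per campaign, cut at about 8.5% in these data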;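 note: 0% = DMSO-only wells as the low control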
# SIAE inh: blocks human sialic acid acetylesterase | SIAE FP-Rh probe binding, fluorescence polarization | inhibition, % at 9.66 µM | hit rate 0.69% among 370,000 | AID 1053197;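 active = inhibition above a cutoff: mean of compounds within the control limits plus 3 SD of those, cut at about 17% in these data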;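 note: 0% = plate median of compound wells and 100% = probe without SIAE protein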
# ASAP1 inh: inhibitors of human ASAP1 ArfGAP activity | Q9ULH1 | inhibition, % at 16.5 µM | hit rate 0.19% among 360,000 | AID 624377 | ASAP1-stimulated ARF1 GTP hydrolysis, GDP FP detection; in the data active = inhibition above about 25%;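 note: 0% = vehicle with enzyme and substrate and 100% = no enzyme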
# Target sequence (Q9ULH1 325-724 limits assumed): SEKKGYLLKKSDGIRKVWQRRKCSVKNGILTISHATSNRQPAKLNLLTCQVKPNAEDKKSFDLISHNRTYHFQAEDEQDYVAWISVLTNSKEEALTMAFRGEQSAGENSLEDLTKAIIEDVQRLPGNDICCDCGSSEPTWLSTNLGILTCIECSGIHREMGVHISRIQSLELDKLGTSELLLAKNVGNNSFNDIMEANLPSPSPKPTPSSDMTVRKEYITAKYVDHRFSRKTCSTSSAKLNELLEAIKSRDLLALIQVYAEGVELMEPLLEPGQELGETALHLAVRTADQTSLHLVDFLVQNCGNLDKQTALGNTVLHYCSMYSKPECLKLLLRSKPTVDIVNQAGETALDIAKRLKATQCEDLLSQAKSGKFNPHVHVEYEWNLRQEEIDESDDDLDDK
# DDE Tn7 FP inh: inhibitors of Tn7 peptide binding to human fibrin DD(E). P02675. AID 720508. inhibition, % at 8.3 µM. hit rate 0.13% among 370,000. FP displacement of FITC-Tn7 peptide from fibrin DD(E); 0% = median of compound wells per plate;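 active = inhibition above the mean of compounds falling within the control limits plus 3 SD of them, cut at about 14% in these data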;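 note: 0% = plate median of compound wells and 100% = 10 µM Aha-Tn7 peptide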
#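 system = human fibrin DD(E) protein | quantity = DD(E) 2 µM final | medium = Tris/NaCl/CaCl2 buffer, pH 7.8 | also added = labelled Tn7 tracer, 0.1 µM | compound dosing = single point at 8.3 µM | timing = compound with protein 10 min, then 3 h after probe, room temperature | signal = FP measurement | benchmarks = Aha-Tn7 high control | repeats = one replicate per compound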
# ARFGAP1 inh: inhibitors of rat ARFGAP1 | Q62848 | Arfgap1-stimulated ARF1 GTP hydrolysis, GDP FP detection | inhibition, % at 16.5 µM | hit rate 0.26% among 360,000 | AID 651572;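 active = inhibition above a per-plate limit, mean inhibition of low control wells plus 3 SD, cut at about 25% in these data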;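 note: 0% = DMSO wells with enzyme and 100% = wells lacking Arfgap1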
# Target sequence (Q62848 1-136 limits assumed): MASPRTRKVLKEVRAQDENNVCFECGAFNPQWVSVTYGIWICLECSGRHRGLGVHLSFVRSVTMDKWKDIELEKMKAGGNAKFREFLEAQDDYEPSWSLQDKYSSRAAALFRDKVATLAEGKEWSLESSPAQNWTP
#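 Replicates: Single well per compound | Assay system: Truncated rat Arfgap1 GAP domain | Control set: No-Arfgap1 wells (100%) versus DMSO full-reaction wells (0%) | Times: Enzyme reaction 120 min at 25 °C after 20 min preincubation | Reagent: Human ARF1(Δ1-17)-GTP substrate | Measured by: Tracer-displacement fluorescence polarization with EDTA stop, 620/688 nm | Measure: Percent inhibition of Arfgap1-stimulated GTP hydrolysis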
# Numbers without * were called inactive.
SMILES,TDP2 inh,PLC-gamma1 inh,DDE Tn6 FP inh,PLC-beta3 inh,ADAM10 inh,ADAM17 inh,SIAE inh,ASAP1 inh,DDE Tn7 FP inh,ARFGAP1 inh
COc1ccc(C2(c3ccc(OC)cc3)NC(=O)N(CC(=O)N(C)C)C2=O)cc1,-8,-1,-2,-5,-5,-6,3,-4,1,6
O=C(COC(=O)/C=C/c1cccc(Br)c1)Nc1cccc(S(=O)(=O)NC2=NCCC2)c1,-5,0,3,-6,4,2,-11,-15,-2,7
CC(=O)N1c2ccc(S(=O)(=O)N3CCCC3C(=O)Nc3cccc(F)c3)cc2CC1C (stereo not drawn),-2,3,1,1,-7,2,6,-2,1,-3
CC1CN(C(=O)CSc2nnc(CNC(=O)c3ccc(S(=O)(=O)N(C)C)cc3)o2)CC(C)O1 (stereo not drawn),17,4,2,2,-6,1,-2,-2,-1,-1
COC(=O)Nc1ccc(S(=O)(=O)N2CCCC(C(=O)N3CCCCC3)C2)cc1 (stereo not drawn),-1,1,-4,-5,-5,-2,3,-7,0,3
COc1ccccc1C(=O)NNC(=O)CN1C(=O)c2ccccc2C1=O,1,1,-5,-8,-16,-6,11,8,-5,16
CC(C)C(=O)N1CCC2(CC1)Oc1ccc(F)cc1C(=O)C21CC(c2ccc(Cl)cc2)=NO1 (stereo not drawn),0,1,-6,1,8,4,0,19,3,2
CCOC(=O)C1CCCN(C(=O)c2sc3nc(-c4ccc(F)cc4)cn3c2C)C1 (stereo not drawn),6,0,3,-2,-3,-1,-1,-7,1,-2
COc1cc(OC)cc(C(=O)Nc2cc(C)on2)c1,12,1,1,-7,-3,-4,-3,-4,0,14
FC(F)(F)c1cc(-c2ccccc2)nc(N2CCCCCC2)n1,-7,3,-12,6,0,-6,-5,-7,-4,6

# 3 entries drawn at random from the list so far, as already listed:
SMILES,TDP2 inh,PLC-gamma1 inh,DDE Tn6 FP inh,PLC-beta3 inh,ADAM10 inh,ADAM17 inh,SIAE inh,ASAP1 inh,DDE Tn7 FP inh,ARFGAP1 inh
COc1ccccc1C(=O)NNC(=O)CN1C(=O)c2ccccc2C1=O,1,1,-5,-8,-16,-6,11,8,-5,16
COc1ccc(C2(c3ccc(OC)cc3)NC(=O)N(CC(=O)N(C)C)C2=O)cc1,-8,-1,-2,-5,-5,-6,3,-4,1,6
CC(=O)N1c2ccc(S(=O)(=O)N3CCCC3C(=O)Nc3cccc(F)c3)cc2CC1C (stereo not drawn),-2,3,1,1,-7,2,6,-2,1,-3

# Next section
SMILES,TDP2 inh,PLC-gamma1 inh,DDE Tn6 FP inh,PLC-beta3 inh,ADAM10 inh,ADAM17 inh,SIAE inh,ASAP1 inh,DDE Tn7 FP inh,ARFGAP1 inh
Cc1cc(OCC(=O)Nc2ccncc2)ccc1Br,1,0,-3,5,1,-1,9,-4,-2,2
O=C(Nc1cccc(F)c1)c1c(F)c(F)c(F)c(F)c1F,11,0,-2,3,6,0,5,-4,5,7
Cc1[nH][nH]c(=O)c1C(c1ccc(-c2ccc(F)cc2)o1)c1c(C)[nH][nH]c1=O,60*,11*,-4,3,12,5,4,-1,-8,17
Cc1ccc(Cn2c(C)nc3c(c2=O)c2nc4ccccc4nc2n3Cc2ccco2)cc1,2,-64,1,-84,-342,-114,-21,-4,-5,3
Cc1noc(C(=O)Nc2cc(Cl)ccc2O)c1Cl,3,-1,10,-7,6,0,-15,-9,11,-14
CNc1cc(C(=O)Nc2cccc(OCc3ccccc3)c2)ncn1,4,-2,1,0,-4,-3,-5,-7,-5,-3
N#Cc1ccccc1NC(=O)COc1c(Br)cc(Br)c2cccnc12,-3,-3,5,-6,0,-5,-9,6,-4,6
CNC(=O)N(O)C1N(c2ccccc2)C(=S)SC1(C)C (stereo not drawn),-5,0,-5,5,3,-1,8,6,4,-2
Cc1ccn2c(C(C)O)nnc2c1 (stereo not drawn),-5,2,-1,2,0,-3,-9,-7,-9,-5
COc1ccc(NC(=O)C2C3C=CC4(O3)C2C(=O)N(CCN2CCCCC2)C4C(=O)NC2CCCC(C)C2C)cc1 (stereo not drawn),-4,-4,-5,-5,-4,-5,1,4,3,8
COc1ccc(CCNS(=O)(=O)c2ccc(OC)c(OC)c2)cc1OC,-4,-1,-2,-3,-1,-3,1,7,3,1
COCC(=O)N1CCC(Oc2ccc(C(=O)N(C)C3CCCCC3)cc2)CC1,11,4,-3,-5,-3,-4,-1,-2,-3,2
CN(C)c1nc(N/N=C\c2ccc(Cl)c([N+](=O)[O-])c2)nc(Nc2ccc(F)cc2)n1,6,2,-4,0,-7,-5,-31,19,-7,12
O=C(COc1ccc(S(=O)(=O)N2CCOCC2)cc1)NC1CC1,-33,10*,2,2,10,4,-3,6,-8,3
COc1ccc(C(=O)NCCS(=O)(=O)NCc2ccco2)cc1,3,0,11,-3,-6,-3,8,-3,-4,4
CCOC(=O)N1CCN(c2nc(-c3cccc(OC)c3)cc(C(F)(F)F)n2)CC1,-1,0,-2,-1,4,-2,6,9,3,-6
C=CCn1c(SCC(=O)NCc2ccccc2)nnc1-c1cc(Br)ccc1O,-9,-1,14,0,3,-1,-4,4,1,3
Cc1ccc(C(=O)/C=C/c2cn(CC(O)CN3CCOCC3)c3ccccc23)cc1 (stereo not drawn),-5,-340,-4,-420,-10,-7,10,10,-7,11
COc1ccc(Nc2nc(C)cc(C)c2C(N)=O)c(OC)c1,-4,1,-1,0,3,-5,-7,-8,2,9
NC(=O)CSc1nnc(-c2cnccn2)n1-c1ccccc1,4,-3,1,-5,-13,-5,5,-5,-7,2
Cc1cccc(-c2nc(CS(=O)CC(=O)NCc3cccs3)c(C)o2)c1 (stereo not drawn),7,-1,9,-2,-12,-3,-1,4,-2,-2
CC(C(=O)Nc1ccc2c(c1)OCO2)N(C)CC(=O)Nc1ccc(Cl)cc1 (stereo not drawn),-8,2,-3,-4,-6,2,11,-2,4,7
Cc1cc(C=O)sc1[B-](F)(F)F,3,-3,4,0,0,-2,0,9,-5,5
CC(C)c1ccc(Nc2nnns2)cc1,1,0,8,-5,-5,-5,0,9,3,-6
Cc1cccc(C(=O)NCCNC(=O)c2cccc(C)c2)c1,-1,-1,-1,-2,-4,-6,2,-3,1,4
CCOC(=O)CNC(=O)c1nn(-c2cccc(OC)c2)c(=O)c2ccccc12,5,-4,-5,-7,0,-5,1,3,-5,20
Cc1ccccc1NC(=O)COC(=O)c1cc(S(=O)(=O)N2CCOCC2)ccc1C,3,2,0,-8,-9,-6,3,-10,3,1
Cc1ccc2nc(SCC(=O)NCc3ccco3)[nH]c2c1,-1,-4,-5,-6,-4,-2,5,-3,1,-6
Cc1cccc(NNC(=O)c2c(F)cccc2Cl)c1,6,3,-3,-4,3,0,-14,3,2,12
CC1Cc2ccccc2N1C(=S)NC(=O)c1cccc(Br)c1 (stereo not drawn),-1,-4,2,-6,2,-3,-1,-25,11,1
COc1ccc2c(=O)c(-c3ccc(OC)c(OC)c3)coc2c1,-6,5,-5,7,12,2,-3,7,4,15
Cc1ccc(OC[C@H](O)[C@H](C)NC(C)C)c2c1CCC2,-7,2,-4,4,-3,0,-4,1,-8,9
CC(=O)c1ccc(NC(=S)NCCCn2ccnc2)cc1,3,2,1,-1,2,-5,-7,-4,-1,15
COc1cc(Cn2cnnn2)ccc1O,9,4,0,1,-2,-6,5,-16,4,2
CCCCCCC(=O)N1CCC(c2nc3c(nnn3Cc3ccccc3Cl)c(=O)[nH]2)CC1,-17,6,3,2,-3,7,6,-4,-1,-7
Cc1ccc(NC(=O)c2cc(-c3ccccc3)n[nH]2)cc1,12,-5,-6,-8,1,2,-9,-1,-3,2
COC(=O)c1ccc(OCC(=O)N2CCCc3ccccc32)cc1,-16,1,5,-9,10,-4,5,2,1,8
CCCn1c2ccccc2c2cnn(CC(=O)NC3CCCC(C)C3C)c(=O)c21 (stereo not drawn),-8,1,-2,-7,-6,-4,2,11,-7,-5
O=C(NNC(=O)c1ccc2ccccc2c1O)c1cccs1,3,-2,-3,-10,-9,-6,10,3,-6,17
CCOC(=O)C1=CCC(c2ccc(Cl)cc2)N(S(=O)(=O)c2ccc(C)cc2)C1 (stereo not drawn),0,-2,2,-7,-10,0,-7,8,4,3
CCOC(=O)c1c(NC(=O)CSc2nc3ccccc3o2)sc(C)c1C,-4,1,-3,0,5,-1,-4,1,0,-7
COc1cc2c(cc1NC(=O)Nc1ccc(F)cc1)oc1ccccc12,10,-1,0,1,-8,-6,-2,12,9,3
Cc1ccc(CNC(=O)c2ccc(N3CCC4(CC3)CC(c3ccccc3)=NO4)c(NC(=O)c3cccc(C)c3)c2)cc1,-3,2,-4,9,2,2,-9,2,0,-4
Cc1ccc(CNC(=O)CCNC(=O)Cn2ccc3ccccc3c2=O)cc1,2,1,0,2,-5,-1,3,7,-12,7
COc1ccc(CCn2c(C)cc(C(=O)COC(=O)c3cnc(C)cn3)c2C)cc1,3,-6,-3,-2,-7,-1,6,3,4,0
COc1ccc(N2CCN(C(CNC(=O)C(=O)NCc3ccc4c(c3)OCO4)c3ccco3)CC2)cc1 (stereo not drawn),1,1,10,-7,0,-1,7,-7,2,-7
CCOC(=O)C1CSCCS(=O)(=O)N1Cc1ccc(Br)cc1 (stereo not drawn),-4,-1,-3,-1,-12,-3,0,5,5,-1
N#CCc1nn(-c2ccc(F)cc2)c(N)c1C#N,-3,-5,-3,-5,-9,-4,-4,4,3,4
Cc1cc(C)c(NC(=O)C2CCCO2)c(C)c1NC(=O)C1CCCO1 (stereo not drawn),1,0,-2,-3,-5,-5,3,-11,5,-2
O=C1OC(c2ccccc2)(N(Nc2ccccc2)c2ccccc2)c2ccccc21 (stereo not drawn),-6,-1,5,-6,-3,3,5,1,2,5
CC(C)CNC(=O)c1cc2nc3c(c(C(F)(F)F)n2n1)CCc1ccccc1-3,5,-20,4,-22,-4,-2,4,-9,6,-8
COc1cc(/C=N\NS(=O)(=O)c2ccccc2)cc(OC)c1OC,-10,0,-2,-5,-4,-2,0,2,4,18
CC(C)OC(=O)c1cc(Cl)c(=O)n(Cc2ccc(Cl)cc2Cl)c1,2,2,-3,-5,3,0,-2,-15,-9,13
